GLP-1R inv ag – acts as inverse agonist at human GLP-1 receptor. HEK293 GLP-1R CRE-luciferase, luminescence, 24 h; GLP-1R form is constitutively active. AID 624417. Potency, µM (series often up to 38.3 µM), without a hit: at the highest dose activity change, negative = inhibition, hits mostly inhibitors. P43220. hit rate 1.6% among 410,000; also: potency is read from the fitted curve at half-maximal effect; % is scaled to controls: 0 for no effect and ±100 for the full control effect; nearly all actives have a fitted effect of over 55% in size
Target sequence (P43220 whole entry, looked up): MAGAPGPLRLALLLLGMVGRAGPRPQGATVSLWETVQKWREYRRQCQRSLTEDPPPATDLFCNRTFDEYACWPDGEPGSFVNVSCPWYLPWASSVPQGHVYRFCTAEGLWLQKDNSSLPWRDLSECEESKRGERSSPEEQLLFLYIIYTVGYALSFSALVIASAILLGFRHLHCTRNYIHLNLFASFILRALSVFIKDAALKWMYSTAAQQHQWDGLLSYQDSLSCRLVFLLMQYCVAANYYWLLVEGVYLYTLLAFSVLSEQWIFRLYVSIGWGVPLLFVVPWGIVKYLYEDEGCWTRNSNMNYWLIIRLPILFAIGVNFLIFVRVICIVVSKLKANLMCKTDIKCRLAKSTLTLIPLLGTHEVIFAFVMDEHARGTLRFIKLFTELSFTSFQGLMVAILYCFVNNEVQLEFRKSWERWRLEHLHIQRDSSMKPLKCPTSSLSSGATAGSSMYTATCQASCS
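Inverse agonism was detected as reduced cAMP-driven luciferase luminescence after 24 h compound treatment. The cells were HEK293 clones expressing constitutively active human GLP-1R with the reporter. Reporter-only and GPR119 cell lines served as counterscreen controls.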
HEK293 tox – cytotoxic in the GLP-1 receptor inverse agonist counter-screen; Potency, µM (top dose mostly 38.3 µM), without a hit: at the top dose activity change, negative = inhibition, actives largely listed as inhibitors; hit rate 0.13% among 410,000; HEK293 cAMP-luciferase reporter cells, luminescence, 24 h;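 also: loss of luciferase light is scored as toxicity; potency is read from the fitted curve at half-maximal effect; % is scaled to controls: 0 for no effect and ±100 for the full control effect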
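Luminescence readout: signal drop marks cytotoxicity. Plated cells grew 12 h at 37 °C, 5% CO2, received 23 nL compound for 24 h, then got luciferase reagent, read after 12 min at RT.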
D3 ag – D3 dopamine receptor (human) agonism. D3R DiscoveRx beta-arrestin cells, luminescence, 90 min. P35462. hit rate 0.58% among 410,000. max activation, %; in the data active = max activation above about 30%; also: 0% is about no effect; mostly tested at two doses, the higher about 12 µM
Target sequence (P35462 whole entry, looked up): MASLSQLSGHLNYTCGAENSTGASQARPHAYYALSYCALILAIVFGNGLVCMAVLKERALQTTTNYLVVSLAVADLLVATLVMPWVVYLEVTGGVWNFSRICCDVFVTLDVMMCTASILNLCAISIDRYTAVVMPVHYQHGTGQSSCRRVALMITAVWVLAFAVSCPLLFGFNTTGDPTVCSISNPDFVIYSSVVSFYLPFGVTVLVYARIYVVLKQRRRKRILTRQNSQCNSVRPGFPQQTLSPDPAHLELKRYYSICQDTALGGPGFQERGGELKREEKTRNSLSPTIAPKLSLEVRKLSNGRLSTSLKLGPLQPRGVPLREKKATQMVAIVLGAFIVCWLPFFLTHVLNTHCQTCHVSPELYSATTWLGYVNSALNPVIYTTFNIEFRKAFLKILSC
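Cells at 1500/well, incubated overnight, then treated with pinned compounds (dopamine as control) for 90 min at 37 degrees C. DiscoveRx reagent added for 30 - 60 minutes at room temperature; luminescence read.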
Numbers without * were called inactive; ? = inconclusive; [ ] = another dose, or the depositor's remark. Unless noted, calls follow the shape of the dose curve; as a rule, active = well fitted curve in the direction sought with a large enough effect; inconclusive = small, poorly fitted or top-dose-only effect, or another doubt; inactive = no such curve, though single readings can be large; an effect the other way counts as inactive or inconclusive.

mol,GLP-1R inv ag,HEK293 tox,D3 ag
Cc1c(Cl)cccc1NC(=O)c1ccc(C(=O)Nc2cccc(Cl)c2C)cc1,7%,5%,8
CCc1ccc(C(=O)N2CCC(c3nc(-c4ccc(S(=O)(=O)N5CCCC5)cc4)no3)CC2)cc1,1%,7%,15
COc1ccc(Nc2cc(C(=O)NCCc3ccccc3)c3ccccc3n2)cc1OC,3%,79%[activator],1
Cc1ccc(N2CCn3c2nc2c3c(=O)n(CCc3ccccc3)c(=O)n2C)cc1C,1%,-1%,11
CCCSc1ncc(Cl)c(C(=O)Nc2sc(C(C)=O)c(C)c2C(=O)OCC)n1,0%,1%,3
Cc1cccc(C(=O)Nc2nc(-c3nnn(-c4cc(C)ccc4C)c3C)ns2)c1,?,-1%,10
CCOC(=O)c1cc2c(=O)n3ccccc3nc2n(C)c1=NC(=O)c1cc2ccccc2o1,3%,83%[activator],-3
O=C(Nc1ccccc1Br)C(Cc1ccccc1)NS(=O)(=O)c1cccc2nsnc12 (configuration not stated),?,-2%,-11
COc1ccc(C(=O)Nc2ccccc2-c2nc(-c3ccc(OC)cc3)no2)cc1,16%,1%,-8
CSc1ccc(CNC(=O)Cn2ccc3cc(S(=O)(=O)N4CCCC4)ccc32)cc1,-26%,-6%,7
CCc1ccccc1Nc1cc(C(=O)NCCc2ccccc2)c2ccccc2n1,?,-9%,-12
COc1cccc(NC(=O)CSC2=Nc3ccccc3C3=NC(CCC(=O)NC4CCCCC4)C(=O)N23)c1 (configuration not stated),1%,-2%,4
CC1CCN(S(=O)(=O)c2ccc3c(c2)N(CC(=O)O)C(=O)CO3)CC1,3%,3%,-13
CCCOc1ccc(CC2C(=O)Nc3ccc(Br)cc32)cc1 (configuration not stated),?,-1%,3
CC(=O)N1CCc2c(sc3c2c(=O)n(-c2cccc(Cl)c2C)c(=O)n3Cc2ccccc2C)C1,-9%,-6%,-6
CCOC(=O)C1CCC(CN(Cc2cccc(Br)c2)S(=O)(=O)c2ccc(Cl)cc2)CC1 (configuration not stated),11%,8%,-11
COc1ccc(CNC(=O)Cn2c(=O)cc(-c3ccccc3)c3c(C)nn(C)c32)cc1,2%,-1%,2
COc1ccc(N2CCN(C(CNS(=O)(=O)c3c(C)cc(C)cc3C)c3ccco3)CC2)cc1 (configuration not stated),?,0%,-2
N#Cc1ccccc1NC(=O)CSc1nnc(N)s1,18%,1%,9
COC(=O)c1c(C)oc2ccc(N(C(=O)c3ccncc3)S(=O)(=O)c3ccc(Br)cc3)cc12,?,-21%,-14
CCOc1ccc(NC(=O)CC2C(=O)N(c3ccccc3)C(=O)N2Cc2cccc(OC)c2)cc1 (configuration not stated),3%,0%,3
COc1ccc(OC)c(CCNC(=O)c2ccc3c(c2)c(C)c(C)n3Cc2ccccc2)c1,?,-11%,-5
CCN(CC)CCNC(=O)C1CCN(c2nn3cc(-c4ccc(F)cc4)nc3s2)CC1,?,-23%,-21
Cc1ccc2cc3cc(C(=O)N(C)c4ccccc4C)oc3nc2c1,?,-3%,7
CCCCOc1ccc(NC(=O)c2cc3c(n(-c4ccc(Cl)cc4)c2=O)CCCC3=O)cc1,-5%,1%,-13
Cc1cc(Nc2cccc(C(F)(F)F)c2)ncn1,5%,-7%,5
CCc1ccc(NC(=O)CSC2=Nc3ccccc3C3=NC(CC(=O)NCc4ccc5c(c4)OCO5)C(=O)N23)cc1 (configuration not stated),-14%,-21%,-26
CC(C)(C)C(=O)Nc1nc2nc(-c3ccccc3)cc(=O)n2[nH]1,-2%,10%,5
CCN(CC)CCNC(=O)c1sc2nc(C)cc(C)c2c1-n1cccc1,-7%,7%,4
CCOc1ccc(C(=O)Nc2ccc(-c3nc4cc(CC)ccc4o3)cc2)cc1,8%,-12%,0
COc1ccc(OC)c(C(=O)c2c(N)c(-c3nc(-c4ccc(C)c(C)c4)cs3)c3ccccn23)c1,-3%,3%,9
CCOc1ccc(-c2noc(CSc3nnc(-c4ccccc4)n3-c3ccccc3)n2)cc1,-3%,-3%,6
Cc1ccc(NC(=O)c2ccc(CN3CC(=O)N4CCCCC4C3=O)cc2)cc1C (configuration not stated),3%,1%,-5
COc1ccc(-c2ccc3c(N)c(C(=O)Nc4ccc(C)cc4C)sc3n2)cc1OC,-5%,204%[activator],-3
Cc1ccc(C(=O)c2sc(Nc3ccc(F)cc3)c(C#N)c2N)cc1,13%,-1%,-11
O=C(Cn1c(-c2cccs2)cc2cc(Cl)ccc21)NCc1ccccc1,?,0%,0
Cc1ccc(C)c(CN2C(=O)c3ccccc3S(=O)(=O)c3ccc(C(=O)N(C)C4CCCCC4)cc32)c1,?,0%,-6
CC(C)c1cc(C(=O)NC(C)c2ccccc2)no1 (configuration not stated),2%,-10%,2
COc1ccc(OC)c(CNC(=O)c2ccc3c(c2)c(C)c(C)n3Cc2ccc(Cl)cc2)c1,?,-1%,-12
Cc1ccc(-n2nc(C)c3c(C(=O)NCCc4ccc(S(N)(=O)=O)cc4)cc(C)nc32)cc1,-19%,-26%,8
Cc1nc(-n2nc(C)c(Cc3ccccc3Cl)c2C)sc1C(=O)Nc1ccccc1F,4%,4%,-11
COc1ccc(C(c2c(O)cc(C)n(Cc3ccco3)c2=O)N2CCN(c3ccccc3)CC2)cc1 (configuration not stated),?,-7%,-12
CCC1Sc2ccccc2N(CC(=O)NCc2ccc(C)cc2)C1=O (configuration not stated),?,5%,9
Cc1ccc(CN(Cc2ccco2)C(=O)COc2ccc(C)c(C)c2)cc1,?,8%,-26
CCOC(=O)Cc1ccc(NC(=O)NCc2cccn2Cc2ccccc2)cc1,?,1%,-8
COc1ccc(CC(=O)NCc2ccc3c(c2)CCN3C(C)=O)cc1OC,8%,-4%,2
CC1=C(C(=O)Nc2ccc(C)cc2Cl)C2(CCCCCC2)OC1=O,?,-14%,2
CCOC(=O)c1ccc(NC(=O)CC2C(=O)N(c3cccc(OC)c3)C(=O)N2C2CCCCC2)cc1 (configuration not stated),?,-8%,-11
COc1ccc(C2C=C(c3ccccc3)Nc3nc(NC(=O)/C=C/c4ccc(F)cc4)nn32)cc1 (configuration not stated),5%,4%,2
COc1ccc(CNC(=O)Cn2nc(C)c3c(C)n(-c4ccccc4)nc3c2=O)cc1OC,-2%,5%,-8
Cc1cc(N2CCCCC2)nc2ccc(NC(=O)/C=C/c3ccccc3OC(C)C)cc12,?,2%,-4
COc1ccc(Cl)cc1NC(=O)CCC(=O)c1ccc(C)cc1,4%,8%,-10
Cc1ccc(C(=O)OC2=C(C(=O)c3ccccc3)N(C)S(=O)(=O)c3ccccc32)cc1,-30%,2%,8
Cc1ccc(-c2nc3ccccn3c2Nc2ccc3c(c2)OCCO3)o1,-16%,-2%,5
O=S(=O)(c1ccc2ccccc2c1)n1nc(-c2ccco2)nc1NCc1ccc(F)cc1,?,8%,7
CCOC(=O)c1ccc(NC(=O)CN2C(=O)C(C)(C)c3ccccc32)cc1,-22%,-6%,-2
CCC(=O)N1CCc2cc(S(=O)(=O)NCCC(=O)Nc3ccc(C)cc3)ccc21,11%,-2%,1
Cc1ccc(C(=O)c2oc3ccccc3c2NC(=O)Cc2coc3cc(C)ccc23)cc1,-5%,0%,0
CCCCc1nn2c(=O)cc(CN(CC)c3ccccc3)nc2s1,?,1%,-6
Cc1ccc(C(C)C)c(OCC(=O)Nc2ccc3c(c2)nc(CCNC(=O)c2ccco2)n3C)c1,4%,1%,0

Next part.
mol,GLP-1R inv ag,HEK293 tox,D3 ag
COc1ccc(C2c3cc(OC)c(OC)cc3CC(=O)N2c2ccc(C)c(F)c2)cc1 (configuration not stated),?,?,-2
COc1ccccc1-c1cc(C(F)(F)F)nc(S(=O)(=O)CCCC(=O)Nc2ccc(F)c(Cl)c2)n1,0%,2%,-13
CC1Cc2cc(S(=O)(=O)CCC(=O)Nc3ccc(F)cc3Cl)ccc2N1C(=O)C1CC1 (configuration not stated),4%,-2%,5
Cc1ccc(C)c(Cn2c(=O)n(CCCCCC(=O)NCc3ccc4c(c3)OCO4)c(=O)c3sccc32)c1,0%,-9%,-1
CCc1cccc(C)c1NC(=O)CSc1nnc(N)s1,-2%,3%,4
CCN(CC)c1ccc(NC(=O)Cn2c(C)c3cnn(-c4ccccc4)c(=O)c3c2C)c(C)c1,-2%,4%,-12
Cc1ccc(CNC(=O)c2ccc3c(c2)NC(=O)C(CS(=O)(=O)Cc2cccc(F)c2)N3)cc1 (configuration not stated),2%,13%,-8
Cc1ccc(N2CCN(c3c(CN4CCCC4)c(=O)oc4ccccc34)CC2)c(C)c1,10%,0%,0
CCOc1ccc(Nc2c(S(=O)(=O)c3ccccc3)cnc3ccc(F)cc23)cc1,-23%,5%,-17
Cc1ccc2nc(COc3ccccc3NC(=O)c3ccccc3F)cc(=O)n2c1,2%,-4%,7
CCc1ccc2[nH]cc(S(=O)(=O)c3ccc(C(C)C)cc3)c(=O)c2c1,-6%,-6%,2
Cc1c(C(=O)Nc2ccc(F)cc2)oc2ccc(S(=O)(=O)N3CCCCCC3)cc12,?,1%,4
CC(=O)c1ccc(Nc2nc3ccccc3nc2-n2nc(C)cc2C)cc1,3%,1%,9
Cc1cccc(C(c2sc3nc(-c4ccco4)nn3c2O)N2CCN(c3ccccc3F)CC2)c1 (configuration not stated),-2%,2%,-10
COc1cc(C2C(=O)N(C3CCCCC3)CC(=O)N2Cc2ccc(C)cc2)ccc1OC(C)C (configuration not stated),3%,-3%,-21
COc1ccc(S(=O)(=O)c2cn(C)c3cc(N4CCCCCC4)c(F)cc3c2=O)cc1,12%,1%,-4
CN(c1ccccc1)c1ncnc2c1cnn2C,31%[activator],-10%,-20
CCc1c(C)nc2nncn2c1Nc1ccc(C(C)C)cc1,-20%,0%,4
O=C(O)CC(NS(=O)(=O)c1ccc(Cl)s1)c1ccccc1 (configuration not stated),15%,-3%,5
CCC(C)NC(=O)c1ccc2c(c1)sc1nc(-c3ccc(OC)cc3)cn12 (configuration not stated),-10%,-12%,9
CCOc1ccc(NC(=O)CCS(=O)(=O)c2cccc3nonc23)cc1,-3%,-11%,-18
COc1ccc(OC)c(CCNC(=O)c2cnn(-c3ccccc3)c2-n2cccc2)c1,?,5%,-3
COc1ccc(CNc2oc(-c3ccc(COc4ccccc4C)o3)nc2C#N)cc1,2%,0%,6
COc1ccc(OCC(=O)Nc2nnc(S(=O)(=O)N3CCc4ccccc43)s2)cc1,-8%,-7%,0
Cc1ccc(NC(=O)C2CCC(CNS(=O)(=O)c3cccc4nsnc34)CC2)c(C)c1 (configuration not stated),-2%,-8%,1

A different layout for 13 compounds above:
Screens in order – GLP-1R inv ag	HEK293 tox	D3 ag
> CC(=O)c1ccc(Nc2nc3ccccc3nc2-n2nc(C)cc2C)cc1
→ 3%	1%	9
> Cc1cccc(C(c2sc3nc(-c4ccco4)nn3c2O)N2CCN(c3ccccc3F)CC2)c1 (configuration not stated)
→ -2%	2%	-10
> COc1cc(C2C(=O)N(C3CCCCC3)CC(=O)N2Cc2ccc(C)cc2)ccc1OC(C)C (configuration not stated)
→ 3%	-3%	-21
> COc1ccc(S(=O)(=O)c2cn(C)c3cc(N4CCCCCC4)c(F)cc3c2=O)cc1
→ 12%	1%	-4
> CN(c1ccccc1)c1ncnc2c1cnn2C
→ 31%[activator]	-10%	-20
> CCc1c(C)nc2nncn2c1Nc1ccc(C(C)C)cc1
→ -20%	0%	4
> O=C(O)CC(NS(=O)(=O)c1ccc(Cl)s1)c1ccccc1 (configuration not stated)
→ 15%	-3%	5
> CCC(C)NC(=O)c1ccc2c(c1)sc1nc(-c3ccc(OC)cc3)cn12 (configuration not stated)
→ -10%	-12%	9
> CCOc1ccc(NC(=O)CCS(=O)(=O)c2cccc3nonc23)cc1
→ -3%	-11%	-18
> COc1ccc(OC)c(CCNC(=O)c2cnn(-c3ccccc3)c2-n2cccc2)c1
→ ?	5%	-3
> COc1ccc(CNc2oc(-c3ccc(COc4ccccc4C)o3)nc2C#N)cc1
→ 2%	0%	6
> COc1ccc(OCC(=O)Nc2nnc(S(=O)(=O)N3CCc4ccccc43)s2)cc1
→ -8%	-7%	0
> Cc1ccc(NC(=O)C2CCC(CNS(=O)(=O)c3cccc4nsnc34)CC2)c(C)c1 (configuration not stated)
→ -2%	-8%	1

Bioassay records as filed in PubChem BioAssay.

Some of the compounds tested; rates above refer to the full screens.
